Screens (PubChem BioAssay)
OX1R antag-1: antagonists of human orexin 1 receptor (OX1R) | Orexin/Hypocretin receptor type 1 (Homo sapiens), O43613 | OX1R-expressing cells, FRET antagonist read-out | inhibition, % at 6.6 µM | actives 1.8% (n = 330,000) | AID 485270, 2010; in the data active means inhibition mostly above about 38%, no sharp cut-off; inactive means mostly below about 40%;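 further: 0% = agonist challenge alone and 100% = reference antagonist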
Target sequence (O43613 whole entry, looked up): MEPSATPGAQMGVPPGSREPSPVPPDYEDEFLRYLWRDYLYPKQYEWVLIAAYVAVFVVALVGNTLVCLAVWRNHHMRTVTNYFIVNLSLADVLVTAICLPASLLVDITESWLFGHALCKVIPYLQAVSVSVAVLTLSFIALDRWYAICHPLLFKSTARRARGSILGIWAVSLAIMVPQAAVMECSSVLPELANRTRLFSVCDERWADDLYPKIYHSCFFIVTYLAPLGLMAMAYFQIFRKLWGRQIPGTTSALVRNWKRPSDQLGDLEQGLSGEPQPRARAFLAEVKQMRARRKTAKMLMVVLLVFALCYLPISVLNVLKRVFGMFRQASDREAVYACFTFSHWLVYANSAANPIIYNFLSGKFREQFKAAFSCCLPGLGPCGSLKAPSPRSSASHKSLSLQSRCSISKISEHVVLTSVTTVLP
OX1R antag-2: OX1R (HCRTR1) antagonists, primary screen, fluorescence, CHO/OX1R cells, Fluo-8 calcium, orexin A; inhibition, % at 5 µM; AID 434989, 2010; actives 0.43% (n = 330,000); Fluo-8 calcium fluorescence;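 active means inhibition above its plate's threshold, mean inhibition of all tested compounds on the plate plus 3 SD, cut at about 37% in these data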;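 further: 0% = orexin A challenge wells and 100% = SB-334867-A antagonist wells; not every result past the cut was called active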
STK33 kinase inh: inhibitors of purified STK33 kinase, primary screen, biochemical, ADP-Glo luminescence, homogeneous, cell-free. actives 0.073% (n = 320,000). inhibition, % at 10 µM. MBP phosphorylation;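 active means inhibition at or above 25%, using the most active replicate where run in duplicate; inactive means inhibition below 25%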
Target sequence (Q9BYT3 whole entry, looked up): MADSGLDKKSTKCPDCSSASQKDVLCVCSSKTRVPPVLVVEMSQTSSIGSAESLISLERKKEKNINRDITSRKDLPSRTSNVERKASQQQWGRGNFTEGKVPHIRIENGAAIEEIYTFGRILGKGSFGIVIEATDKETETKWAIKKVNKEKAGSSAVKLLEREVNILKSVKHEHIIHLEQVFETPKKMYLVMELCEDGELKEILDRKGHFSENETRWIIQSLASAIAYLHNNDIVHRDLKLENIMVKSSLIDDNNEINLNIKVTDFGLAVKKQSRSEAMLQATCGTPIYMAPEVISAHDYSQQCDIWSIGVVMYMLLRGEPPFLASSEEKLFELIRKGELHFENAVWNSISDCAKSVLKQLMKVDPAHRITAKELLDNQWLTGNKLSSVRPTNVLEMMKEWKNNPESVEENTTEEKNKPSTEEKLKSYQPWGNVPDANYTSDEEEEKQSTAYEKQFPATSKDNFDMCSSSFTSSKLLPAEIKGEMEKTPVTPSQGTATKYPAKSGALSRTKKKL
The depositor's hits bear a star; / = not tested or not shown. Random draw from the library; any-hit rate near 2.2%.

SMILES | OX1R antag-1 | OX1R antag-2 | STK33 kinase inh
COC(=O)c1c(N2C(=O)[C@H]3[C@@H](C2=O)[C@]2(C(=O)Nc4c(C)cccc42)N2CCC[C@@H]32)sc(C)c1C | 16 | -15 | 0.9
CCC(Sc1nnnn1-c1ccccc1)C(=O)Nc1nc2ccccc2s1 (configuration not stated) | 40 | -1 | -0.4
CCOC(=O)C1=C(O)C(=O)N(c2ccc(S(N)(=O)=O)cc2)C1c1cccc([N+](=O)[O-])c1 (configuration not stated) | 11 | 1 | 1.5
O=C(O)CP(=O)(O)O | 13 | -15 | -0.6
O=C(Cc1ccc(Cl)cc1)Nc1ccccc1CO | 6 | -18 | -0.1
COc1ccc(OC)c(S(=O)(=O)N2CCCC(C(=O)N3CCCCCC3)C2)c1 (configuration not stated) | 16 | -25 | -3.9
O=C(CN1CCC(n2nnc3cc(F)ccc32)CC1)NCCc1ccccc1 | 14 | -22 | 1.1
CC(C#N)N1CCN(S(=O)(=O)c2ccc3c(c2)CCC3)CC1 (configuration not stated) | 4 | -3 | -1.1
O=C(CSc1nc(O)cc(=O)[nH]1)N1c2ccccc2Sc2ccccc21 | 55 | -5 | 0.2
O=C(CCCn1c(=S)[nH]c2ccccc2c1=O)N1CCCCC1 | 16 | -10 | -0.3
Cc1cccc(NC(=O)CCC(=O)Nc2nnc(C3CCCCC3)s2)c1 | 6 | -14 | -0.8
CCCSc1nc2cc(S(=O)(=O)N3CCOCC3)ccc2n1CC | 9 | -16 | -2.4
CCOC(=O)c1ccc(N2Cc3ccccc3C2)cc1O | 12 | -38 | -1.7
Cc1ccc(S(=O)(=O)N(CC(=O)NCCSc2ccccn2)c2ccccc2F)cc1 | 32 | -27 | -3.2
CC(=O)c1cc2c(cc1NC(=O)CSc1nnc(C)s1)OCO2 | 47 | -17 | 1.1
CC1(C)CC(=O)C(N=Nc2cccnc2)=C(O)C1 | 19 | -9 | 0.2
Cc1ccc(NC(=O)C(=O)c2cn(CC(=O)N3CCCCC3)c3ccccc23)cc1 | 22 | -25 | -0.4
Cc1cc(N2CCCC2=O)ccc1S(=O)(=O)N1CCOCC1 | 13 | -5 | 0.3
CCOC(=O)N1CCN(CCC(=O)Nc2ccc(OC(F)(F)F)cc2)CC1 | 8 | -18 | -0.4
O=C(Cc1ncc(C(F)(F)F)cc1Cl)N1CCN(c2ccc(F)cc2)CC1 | 12 | -1 | -1.8
CCc1nc2ccccc2c(C(=O)OCC(=O)Nc2cccc(S(=O)(=O)N3CCOCC3)c2)c1C | 6 | -2 | 1.8
Cc1ccc(S(=O)(=O)N2CCOC2CNC(=O)C(=O)NCCN(C)C)cc1 (configuration not stated) | -4 | 2 | -1.1
Cc1ccsc1/C=N/NC(=O)c1cccnc1 | 4 | -14 | -1.2
Cc1ccc(S(=O)(=O)N2CCCCC2)cc1NC(=O)CNC(C)c1ccc(Cl)c(Cl)c1 (configuration not stated) | 2 | 9 | -0.3
Cn1c(=O)cc(OCCCC(=O)N2CCCCC2)c2ccccc21 | 4 | -17 | -0.7

Further records.
SMILES | OX1R antag-1 | OX1R antag-2 | STK33 kinase inh
O=C(NCCN=C1NS(=O)(=O)c2ccccc21)c1ccccc1 | 14 | 1 | 0.0
CNc1snc(C)c1C(=O)OCC(=O)N(C)Cc1ccccc1 | 11 | 0 | -0.4
C/C=C(\C)CN1CCCC(CO)(Cc2ccccc2)C1 (configuration not stated) | 14 | -10 | 1.5
O=S1(=O)N=C(N(CCO)/N=C/c2ccc(Cl)cc2)c2ccccc21 | 10 | 5 | 0.0
O=C(c1ccc(S(=O)(=O)c2cccc(Cl)c2)c([N+](=O)[O-])c1)N1CCN(Cc2ccccc2)CC1 | 28 | 2 | -1.5
O=C(CNC(=O)Cc1ccccc1)NCC(=O)OCC(=O)c1ccc(Cl)cc1 | 9 | -4 | -1.0
O=C(NC1CCCCCC1)C1CCCN(S(=O)(=O)c2cccs2)C1 (configuration not stated) | 28 | -23 | -1.0
Cc1ccc2nsnc2c1NC(=O)Cc1ccc(Cl)cc1 | 11 | 1 | 0.9
Cc1ccc2c(cnn2C(=O)CCCC(=O)NCc2cccc(F)c2)c1 | 7 | -18 | 1.3
Cc1ccc(S(=O)(=O)NCc2ccccc2)cc1C(=O)N(C)Cc1ccccc1F | 35 | 3 | -0.5
CCCCC[C@H](O)/C=C/[C@H]1[C@H](O)CC(=O)[C@@H]1CCCCCCC(=O)O | 11 | -18 | 0.6
COc1ccc(C2CC(c3ccccc3)=NN2C(=O)c2cccs2)cc1 (configuration not stated) | 12 | -40 | -1.2
c1ccc2c(CCNc3ncnc4nc[nH]c34)cccc2c1 | 22 | 28 | 2.1
COc1ccc(-c2csc(NC(=O)C3CSC4(C)CCC(=O)N34)n2)c(OC)c1 (configuration not stated) | 28 | -32 | /
COC(=O)c1ccc2ccccc2c1OC1OC(CO)C(O)C(O)C1NC(C)=O (configuration not stated) | 10 | 0 | -9.0
Cc1ccc(NC(=O)CN(C)C(=O)Cc2c(Cl)cccc2Cl)cc1 | 15 | -19 | 0.4
CCC(NC(=O)Cc1c(C)c2ccc(OC)c(C)c2oc1=O)C(=O)NC(Cc1ccc(Cl)cc1)C(=O)O (configuration not stated) | 20 | 6 | 0.4
COc1cc(CNCCCO)ccc1OCC(=O)NC(C)(C)C | 14 | 4 | -1.2
COc1ccc(CCNC(=O)COC(=O)COc2ccc(C#N)cc2)cc1 | 2 | -18 | -0.5
CCN(CC)CCCN(C(C)=O)c1nc(-c2cc(OC)ccc2OC)cs1 | 14 | -24 | 0.2
O=C(c1csc2ccccc12)N1CCN(c2ccc(Cl)c(Cl)c2)CC1 | 9 | -2 | 1.2
CCc1cccc2sc(N(CCCN3CCOCC3)C(=O)CS(=O)(=O)c3ccccc3)nc12 | 15 | -38 | -0.7
CCc1ccccc1NC(=O)CCOc1ccccc1 | 17 | -23 | 0.1
COc1ccc(-c2nnc3sc(-c4ccco4)nn23)cc1OC | 10 | 9 | 1.8
CC(C)CC1Nc2ncnc(N3CCN(c4ccccn4)CC3)c2N(Cc2ccccc2)C1=O (configuration not stated) | 19 | -37 | 1.7

Three compounds out of the list above, arranged by the number in OX1R antag-1, descending:
SMILES | OX1R antag-1 | OX1R antag-2 | STK33 kinase inh
O=C(NC1CCCCCC1)C1CCCN(S(=O)(=O)c2cccs2)C1 (configuration not stated) | 28 | -23 | -1.0
c1ccc2c(CCNc3ncnc4nc[nH]c34)cccc2c1 | 22 | 28 | 2.1
CCCCC[C@H](O)/C=C/[C@H]1[C@H](O)CC(=O)[C@@H]1CCCCCCC(=O)O | 11 | -18 | 0.6

Quoted at random: 2 entries already listed, in no set order.
SMILES | OX1R antag-1 | OX1R antag-2 | STK33 kinase inh
Cc1ccc(NC(=O)CN(C)C(=O)Cc2c(Cl)cccc2Cl)cc1 | 15 | -19 | 0.4
CCc1ccccc1NC(=O)CCOc1ccccc1 | 17 | -23 | 0.1

Back to the main list, repeating the two entries before the break.
SMILES | OX1R antag-1 | OX1R antag-2 | STK33 kinase inh
COc1ccc(-c2nnc3sc(-c4ccco4)nn23)cc1OC | 10 | 9 | 1.8
CC(C)CC1Nc2ncnc(N3CCN(c4ccccn4)CC3)c2N(Cc2ccccc2)C1=O (configuration not stated) | 19 | -37 | 1.7
O=C(c1ccccc1S(=O)(=O)NCc1ccccc1)N1CCCCC1 | 22 | -12 | -0.5
CSCCC(NS(=O)(=O)c1ccc(Cl)cc1)C(=O)OCC(=O)N1CCOCC1 (configuration not stated) | 7 | -21 | -1.2
Cc1nc(C)n(CC(C)C(=O)N2CCN(S(=O)(=O)c3ccccc3)CC2)n1 (configuration not stated) | 6 | -1 | -0.4
CCc1ccc(-c2cn(C3CCCCC3)c(=S)[nH]2)cc1 | 5 | -22 | -0.8
CCNC(=O)C1CCN(S(=O)(=O)c2ccc(F)cc2)CC1 | 4 | -13 | -1.4
CSc1nc2ccccc2cc1/C=C(\C#N)c1cccc(Cl)c1 | 25 | -28 | -1.3
CCCCN(C)C(=O)c1ccc(CS(=O)(=O)c2ccccc2C)o1 | 9 | -14 | -1.4
O=C(O[C@@H]1OC2COC(=O)c3cc(O)c(O)c(O)c3-c3c(cc(O)c(O)c3O)C(=O)O[C@@H]([C@H]1O)[C@@H]2O)c1cc(O)c(O)c(O)c1 | 15 | -16 | 0.7
O=C(CSc1ccc(-c2ccco2)nn1)N1CCCCCC1 | 20 | -17 | 0.8
Cc1cc(C(=O)N/N=C/c2cc(Br)ccc2OC(=O)c2ccccc2)n[nH]1 | 18 | -23 | -0.5
O=C(CCCCCN1C(=O)c2ccccc2C1=O)Nc1ccc(S(=O)(=O)N2CCCCC2)cc1 | 2 | -2 | -5.3
COc1ccc(C(=O)Nc2ccc3[nH]c(-c4cccc(OC)c4)cc(=O)c3c2)cc1 | 18 | 5 | -1.2
O=C(NCC1CCCCC1)c1ccc(F)cc1Cl | -1 | -7 | -2.6
Cc1ccc(Cl)cc1N1CCN(S(=O)(=O)c2c(C)nc3scc(C)n3c2=O)CC1 | 22 | -15 | -0.6
O=C(NNC(=O)c1cc(-c2ccncc2)nc2ccccc12)c1ccccc1F | 7 | -22 | 1.1
O=C(NCCOCc1ccccc1)C(c1ccccc1)c1ccccc1 | 15 | -25 | -1.2
Cc1cccc(N2C(=O)N3[C@@H]4c5ccccc5OC[C@@H]4[C@@H](c4ccccc4)[C@]3(C)C2=O)c1 | 38 | -34 | -1.7
O=C(Cc1cccs1)Nc1nnc(SCC(=O)N2CCCCC2)s1 | 5 | -38 | -0.2
CCOC(=O)c1c(-c2ccccc2)oc2ccc(O)c(CN3CCN(C)CC3)c12 | 8 | -6 | 0.2
CCOc1cc(C(c2c(C)[nH][nH]c2=O)c2c(C)[nH][nH]c2=O)ccc1O | 21 | 9 | 0.0
O=C(c1ccco1)N1CCN(Cc2nc3ccc([N+](=O)[O-])cc3c(=O)n2-c2ccccc2F)CC1 | 9 | -7 | 1.3
CCOC(=O)[C@H](CCc1ccccc1)N[C@H]1CCc2ccccc2N(CC(=O)O)C1=O | 11 | 8 | -2.2
FC(F)(F)c1cc(CCN2C(=S)NC[C@@H]2Cc2ccccc2)cc(C(F)(F)F)c1 | 5 | -40 | 0.0
Cc1ccc(NC(=O)c2cc(S(=O)(=O)N3CCCCC3)c[nH]2)cc1C | -2 | -3 | -1.4
O=C(c1ccc2c(c1)OCO2)N1CCCC(c2ccccc2)C1 (configuration not stated) | 29 | -13 | -0.6

Compounds from the list above that have a thiophene ring, fused or not, in the order listed:
SMILES | OX1R antag-1 | OX1R antag-2 | STK33 kinase inh
COC(=O)c1c(N2C(=O)[C@H]3[C@@H](C2=O)[C@]2(C(=O)Nc4c(C)cccc42)N2CCC[C@@H]32)sc(C)c1C | 16 | -15 | 0.9
Cc1ccsc1/C=N/NC(=O)c1cccnc1 | 4 | -14 | -1.2
O=C(NC1CCCCCC1)C1CCCN(S(=O)(=O)c2cccs2)C1 (configuration not stated) | 28 | -23 | -1.0
COc1ccc(C2CC(c3ccccc3)=NN2C(=O)c2cccs2)cc1 (configuration not stated) | 12 | -40 | -1.2
O=C(c1csc2ccccc12)N1CCN(c2ccc(Cl)c(Cl)c2)CC1 | 9 | -2 | 1.2
O=C(Cc1cccs1)Nc1nnc(SCC(=O)N2CCCCC2)s1 | 5 | -38 | -0.2

The list goes on.
SMILES | OX1R antag-1 | OX1R antag-2 | STK33 kinase inh
Cc1ccc(N(C(=O)C2CCC(=O)N2)C2(C(=O)NC3CCCC3)CCCCC2)cc1 (configuration not stated) | 5 | -6 | -2.2
N=C1/C(=C\c2ccc(-c3cc(Cl)cc(Cl)c3)o2)C(=O)N=C2SC=C(c3ccccc3)N12 | 11 | 3 | 0.1
COc1cc(/C=N/NC(=O)c2sc3nc(C)cc(C)c3c2N)ccc1O | 100* | 26 | 2.5
CCCCC1=CC2=CC(=O)C(C)(OC(=O)CC)C(=O)C2=CN1Cc1ccc(OC)cc1 (configuration not stated) | 25 | -22 | 0.8
COc1cc2c3c(c1)C(C)=CC(C)(C)N3C(=O)C2=O | 3 | -9 | -1.0
Cc1cc2ccccc2cc1CN1CCOCC1 | 6 | -17 | -1.1
OC(COc1ccc2c(c1)OCO2)CN1CCCCC1 (configuration not stated) | 2 | -19 | -0.4
C=CCc1ccc(OCCN2CCc3ccccc3C2)c(OC)c1 | 21 | -23 | 4.3
COc1ccc(/C=C/C(=O)Nc2nonc2NC(C)=O)cc1 | 11 | -6 | -1.6
O=C1CCCN1CC(O)CS(=O)(=O)c1ccccc1 (configuration not stated) | 3 | -14 | 1.4
O=C1CSC(c2ccccn2)N1c1ccc2ccccc2c1 (configuration not stated) | 10 | -23 | 0.7
O=C(CN1CCOCC1)Nc1ccc(N2CCN(c3ccccc3)CC2)c(F)c1 | 17 | 4 | 0.3
CN(Cc1ccccc1)c1nc(-c2ccc([N+](=O)[O-])cc2)nc2ccccc12 | 12 | -13 | -0.5
CCC(C)NC(=O)c1ccc2c(SCC(=O)O)c3c(nc2c1)CCCC3 (configuration not stated) | 18 | 16 | -1.1
CC(C)NC(=S)N=Nc1c(O)[nH]c2ccc([N+](=O)[O-])cc12 | 45 | -11 | -0.8
CCCS(=O)(=O)N1CCN(CCCc2ccccc2)CC1 | -4 | -16 | -0.8
CN(C(=O)COc1ccccc1C(=O)NCCOc1ccccc1)c1ccccc1 | 80* | 78* | -1.6
